Assay outcomes: PubChem BioAssay, NCI
All columns: NCI-60 one-dose screen, growth in % after 48 h at 10 µM unless noted; 100 = growth as untreated, 0 = no growth, -100 = all killed.
HS 578T: HS 578T breast cancer. 4.1% of 78,000 active
T-47D: T-47D breast cancer; 5% of 79,000 active
MDA-MB-468: MDA-MB-468 breast cancer. 8.5% of 78,000 active. AID 2202374
MCF7: MCF7 breast cancer | AID 1794796 | 6.3% of 82,000 active
BT-549: BT-549 breast cancer; 4.4% of 78,000 active; AID 1794793
MDA-MB-231: MDA-MB-231 breast cancer | AID 1794789 | 5% of 81,000 active
SR: SR leukemia cells; 8.7% of 73,000 active
K-562: K-562 leukemia | 7.4% of 78,000 active | AID 1794777
* = called active by the depositor; . = not tested or not shown; & = joins results of further samples. Rule for the calls: active = growth percent below 10; inactive = the rest.

SMILES	HS 578T	T-47D	MDA-MB-468	MCF7	BT-549	MDA-MB-231	SR	K-562
O=C1Nc2ccccc2/C1=C/c1ccc(COCC2CO2)n1-c1ccc(Cl)cc1 (configuration not stated)	94	97	104	68	106	94	75	75
COc1cc(NC(=O)c2cncnc2Nc2ccc(OCc3cccc(F)c3)c(Cl)c2)cc(OC)c1	85	77	76	83	104	66	81	69
O=C1CCS(=O)(=O)c2ccccc21	88	.	107	92	.	105	103	112
Cc1ccc(Nc2cccc3ccccc23)cc1	83	65	-12*	38	103	89	62	63
CSc1nc2nc3c(c(-c4ccc5c(c4)OCO5)c2c(=O)[nH]1)CN(C)C/C3=C\c1ccc2c(c1)OCO2	105	118	86	92	121	95	46	105
NC(=S)N/N=C\C(O)CO (configuration not stated)	99	46	19	26	105	89	79	40
O=C1CCN(CCCN2CCC(=O)N(Cc3ccccc3)C2=S)C(=S)N1Cc1ccccc1	89	58	65	92	91	98	76	72
CCCCCCC1=C(P(=O)(O)O)N[C@H](C(=O)OCC)CS1	96	91	93	93	95	97	98	97
Cc1ccc(NC2OC(=O)c3ccccc32)cc1 (configuration not stated)	105	94	107	96	112	109	101	115
Cc1cc(O)cc(-c2c(-c3cc(NCCCCO)nc(-c4cccnc4)n3)cnn2C)c1	65	67	57	75	101	53	65	84
COc1ccc(CC(C)NN)cc1 (configuration not stated)	108	69	100	87	104	102	86	99
Cc1[nH]c2ncnc(Nc3ccc(C(=O)Nc4cccc(Cl)c4)cc3)c2c1C	97	114	105	98	107	104	88	96
Nc1nc(-c2n[nH]c(=S)n2-c2ccc(Oc3ccccc3)cc2)cs1	105	89	116	97	.	98	73	94
O=c1cc(Cn2cc(CSc3nc4cc(Cl)ccc4o3)nn2)c2c(ccc3ccccc32)o1	101	98	106	100	98	103	88	92
O=c1[nH]c(N2CCCCC2)nc2scc(-c3ccccc3)c12	.	97	99	94	104	106	96	100
O=C(Nc1ccc(-c2n[nH]c(=S)o2)cc1)C1CSC(c2ccccc2)N1 (configuration not stated)	103	95	108	95	103	106	90	92
O=C(CCC(=O)c1nc2ncccc2[nH]1)NN1C(=O)CSC1c1ccccc1Br (configuration not stated)	89	97	87	73	118	96	68	92
CCCCCCCC/C=C\CCCCCCCC(=O)OC	101	108	91	96	109	109	102	111
O=C(O)c1ccccc1C(=O)N1CCN(c2cc3c(cc2F)c(=O)c(C(=O)O)cn3C2CC2)CC1	97	89	109	97	104	118	101	89
COc1cc(Br)c(OC)cc1Br	94	82	95	63	98	86	111	104
CC(=O)Oc1ccc(CCC(=O)c2c(OC(C)=O)cc(OC(C)=O)cc2OC(C)=O)cc1	100	93	94	112	63	101	120	102
COc1ccc(S(=O)(=O)NC2C3c4ccccc4C(c4ccccc43)C2O)cc1 (configuration not stated)	95	97	99	95	108	106	94	88
Cc1cccc(N2C(=O)CC(c3ccc4c(c3)OCO4)C3=C2COC3=O)c1 (configuration not stated)	95	102	93	93	125	117	107	101
C(=C/c1ccccc1)/C=C/C=C/C=C/c1ccccc1	102	105	122	90	.	113	33	106
O=C1c2ccccc2-c2ccc(Sc3ccc4c5c(cccc35)C(=O)c3ccccc3-4)c3cccc1c23	104	94	106	99	104	97	62	103

Remaining list, next part
SMILES	HS 578T	T-47D	MDA-MB-468	MCF7	BT-549	MDA-MB-231	SR	K-562
C=CCSSSSCC=C	118	92	106	96	100	90	.	.
Cc1cc(C)c2c(N)c(C#N)sc2n1	102	101	97	92	100	99	103	96
NC(=O)c1nnsc1-c1ccc(-c2snnc2C(N)=O)cc1	147	121	100	105	111	95	113	105
COc1ccc(Cn2cc3c(c2-c2cc(OC)c(OC)c(OC)c2)CCCc2cnoc2-3)cc1	22	39	49	11	63	32	13	10
COC1CCC(C(C)C)C(C)C1 (configuration not stated)	109	96	101	102	91	100	71	96
COc1cc(NCC(=O)Nc2cc(Nc3ccc(F)c(Cl)c3)ncn2)c(Cl)c(OC)c1Cl	103	84	107	87	100	104	82	97
CCc1nc2cc(/C=C/C(=O)NO)ccc2c(=O)n1CCc1ccc(F)cc1	53	-0.1*	-12*	10	24	-6.1*	11	4.7*
NC(=O)c1cc(I)ccc1NC(=O)COc1ccccc1	37	.	30	18	69	28	20	8.2*
O=C(O)c1ccc(C(=O)c2ccccc2)cc1	105	88	121	92	.	112	105	98
C#CCOc1cc(N(CC)CC)ccc1C(C(=O)NC(C)(C)C)N(C(=O)C1CCc2cc(F)ccc2O1)c1ccc(Cl)cc1 (configuration not stated)	82	67	69	63	81	64	51	39
O=C1CC(c2ccc(F)cc2)c2snc(-c3ccc(F)cc3)c2N1 (configuration not stated)	103	86	93	99	87	114	87	84
COc1ccc(-c2ncc(-c3ccccc3)[nH]2)cc1OC	102	102	89	84	240	107	11	94
NC(=O)SCC(=O)Nc1ccccc1	89	130	96	89	89	96	112	109
Fc1ccc(-c2cc(-c3nnc(/C=C/c4ccc5c(c4)OCO5)o3)[nH]n2)cc1F	104	94	104	76	94	97	76	81
C/C=C(/C)C(=O)OC1C=C(CO)C(=O)C(OC(=O)C2(C)OC2C)C1C(C)C (configuration not stated)	31	.	-67*	8.3*	-7.2*	1.5*	.	1.5*
CCC(C(C)=O)c1ccccc1 (configuration not stated)	118	97	119	117	.	118	88	97
CC(C)C(N)CO (configuration not stated)	110	114	99	97	98	117	.	124
CN1CCN(Cc2ccc(NC(=O)c3cncc(C#Cc4cnc(N)c5cnccc45)c3)cc2C(F)(F)F)CC1	-18*	23	7.0*	25	27	-61*	11	1.5*
COc1ccc2c(c1)CCC(c1nc3cccc([N+](=O)[O-])c3[nH]c1=O)=C2O	101	87	100	65	128	96	101	112
CC(C)c1ccc(OC(=O)Nc2c(Cl)cccc2Cl)cc1	105	83	91	93	88	94	95	92
O=C(c1ccccc1)c1cn(C2CCCCC2)c(-c2ccccc2)c1NC1CCCCC1	92	78	79	.	84	80	79	78
Nc1c(Br)cc(Br)c2c1-c1ccc([N+](=O)[O-])cc1C2	88	95	99	80	97	93	98	100
COc1ccc2c(c1)c(C(=O)c1nc(-c3c[nH]c4ccccc34)no1)cn2C	103	78	131	81	92	90	83	105
COc1cc2ccccc2cc1C(=O)NC(=S)Nc1ccc(-c2nc3ccccc3[nH]2)cc1	31	77	90	59	46	53	28	76
O=C(Cc1ccccc1)Nc1cccc(N=Cc2c(O)ccc3ccccc23)c1	90	.	90	85	88	84	108	100

Reprinted from the part before: 5 entries, followed by the next part.
SMILES	HS 578T	T-47D	MDA-MB-468	MCF7	BT-549	MDA-MB-231	SR	K-562
O=C(c1ccccc1)c1cn(C2CCCCC2)c(-c2ccccc2)c1NC1CCCCC1	92	78	79	.	84	80	79	78
Nc1c(Br)cc(Br)c2c1-c1ccc([N+](=O)[O-])cc1C2	88	95	99	80	97	93	98	100
COc1ccc2c(c1)c(C(=O)c1nc(-c3c[nH]c4ccccc34)no1)cn2C	103	78	131	81	92	90	83	105
COc1cc2ccccc2cc1C(=O)NC(=S)Nc1ccc(-c2nc3ccccc3[nH]2)cc1	31	77	90	59	46	53	28	76
O=C(Cc1ccccc1)Nc1cccc(N=Cc2c(O)ccc3ccccc23)c1	90	.	90	85	88	84	108	100
C=C1C[C@@H](c2cccc(C)c2C)O[C@H]2C[C@@H](C)CC[C@H]12	100	83	98	91	97	101	113	122
Cc1ccc(-c2nn(Cc3cn(-c4cc(C)nc5ccccc45)nn3)c3ncnc(N)c23)cc1	18	20	15	35	64	33	62	53
CCS/C(Nc1ccccc1)=C(\C#N)C(=O)Nc1ccc(OC)cc1	27	25	-2.6*	19	40	44	6.6*	7.3*
CCCCCCCCCCCCSCCCC(=O)O	109	101	99	92	93	116	87	87
CC(=O)Oc1ccccc1C(=O)/C=C/c1cccc([N+](=O)[O-])c1	71	74	61	40	104	85	-31*	28
CNCc1ccc(CNC)[nH]1	108	118	109	106	123	106	144	114
S=C(c1ccccc1)N1CCN(c2cccc(Cl)c2)CC1	.	97	105	109	105	105	82	55
COC(=O)CC(=O)c1ccco1	94	80	98	102	95	100	107	95
CCOCc1nc2c(N)nc3ccccc3c2n1CC(C)(C)O	122	101	101	96	111	107	116	100
CC1OC(O[C@@H]2[C@H](O)C(CO)OC(O[C@H]3COC(O[C@H]4CC[C@]5(C)[C@H]6CC[C@]78OC[C@@]9(CC[C@](C)(C=O)C[C@H]97)C(=O)C[C@@]8(C)[C@]6(C)CC[C@H]5C4(C)C)[C@@H](O)[C@@H]3O)[C@H]2OC2OC[C@@H](O)[C@@H](O)[C@@H]2O)[C@@H](O)[C@@H](O)[C@H]1O (some centres not stated)	103	81	104	88	104	80	8.9*	.
O=C(NNc1nc2cc(F)ccc2n2c(CN3CC4CNCC4C3)ccc12)c1cnccn1 (configuration not stated)	72	38	3.9*	12	35	40	13	16
Nc1ccccn1	109	103	112	97	103	106	102	108
ON=C(C1CC1)C1CC1	88&109	111&98	96&100	97&101	109&78	99&111	120	121&108
COc1ccccc1C(=O)OCCc1ccccc1	128	110	108	102	114	108	111	116
CC(C)c1cc(C(C)C)c(N=Cc2ccccc2)c(C(C)C)c1N=Cc1ccccc1	98	84	89	92	100	90	104	85
CCc1nn2c(-c3ccc(C)cc3)c(-c3cc(OC)c(OC)c(OC)c3)nc2s1	98	92	70	25	101	86	70	97
COc1cnc2c(c1)C(=O)c1c-2n(CCCn2ccnc2)c(=O)c2cc(Cl)ccc12	75	-1.9*	-11*	7.5*	13	55	-10*	5.9*
CCSc1nc(-c2ccc(OCc3ccccc3)c(OC)c2)c(C#N)c(=O)[nH]1	102	107	99	86	89	97	97	93
COc1ccc(NCc2cn(-c3ccc(C(=O)O)cc3)nc2-c2ccc(F)cc2)cc1C(F)(F)F	49	48	65	31	33	83	51	41
N#Cc1cnc(NCCc2ccncc2)nc1-n1cnc2ccccc21	72	55	74	64	48	76	35	61
N#Cc1ccc(C(=O)CSc2nc3c(c(Nc4ccc(S(N)(=O)=O)cc4)n2)CCC3)cc1	26	72	60	19	83	-14*	59	55
O=C(c1ccccc1)c1c(/C=C/c2ccc(F)cc2)c2ccccc2[nH]c1=O	101	85	101	99	101	104	.	88
COC1CC(C)=Nc2nc(NN)nn21 (configuration not stated)	107	108	100	95	115	98	102	105
COC(C(=O)[C@@H](O)[C@@H](C)O)[C@@H]1Cc2cc3cc(O[C@H]4C[C@@H](O[C@H]5C[C@@H](O)[C@H](O)C(C)O5)[C@H](O)C(C)O4)c(C)c(O)c3c(O)c2C(=O)[C@H]1O[C@H]1C[C@@H](O[C@H]2C[C@@H](O[C@H]3C[C@@H](O)[C@H](OC)C(C)O3)[C@@H](O)C(C)O2)[C@H](O)C(C)O1 (some centres not stated)	20	-0.9*	-60*	6.3*	-23*	17	3.5*	6.0*
CCNC(=O)C(C)O (configuration not stated)	100	104	97	99	103	115	99	103

Part of the list above, showing only BT-549, T-47D and MDA-MB-468.
smiles	BT-549	T-47D	MDA-MB-468
NC(=O)SCC(=O)Nc1ccccc1	89	130	96
CC(C)c1cc(C(C)C)c(N=Cc2ccccc2)c(C(C)C)c1N=Cc1ccccc1	100	84	89

Later entries
SMILES	HS 578T	T-47D	MDA-MB-468	MCF7	BT-549	MDA-MB-231	SR	K-562
Cc1nc2sc(C(=O)Nc3ccc(F)c(Cl)c3)c(N)c2c(C)c1Br	97	85	122	75	97	88	97	102
CC(=O)c1ccc(NC(=O)Cn2c(Nc3ccc(S(N)(=O)=O)cc3)nc3c2c(=O)n(C)c(=O)n3C)cc1	99	102	110	93	106	101	.	97
N#CC1C(=O)OC2CCCCC21 (configuration not stated)	93	93	95	96	110	107	89	64
C1CCN(c2nc(N3CCCCC3)nc(N3CCOCC3)n2)CC1	112	86	107	.	109	94	89	101
O=C(/C=C/c1ccccc1)n1c(-c2ccc(O)cc2)nc2ccccc21	96	93	116	92	100	109	89	93
C[C@H]1C[C@@H]2[C@H]([C@@H](O)C[C@@]3(C)[C@H]2CC[C@]3(O)C(=O)CO)[C@@]2(C)CCC(=O)C=C12	116	82	105	91	71	122	85	85
COc1cc(/C=C2\C(=O)Nc3cc(Cl)ccc32)ccc1OCc1ccccc1	100	100	92	69	83	92	93	96
CCCc1cc(=O)oc2c(C(=O)CC(C)COC(=O)/C=C/c3ccccc3)c(O)c(CC=C(C)C)c(O)c12 (configuration not stated)	93	91	94	91	110	81	109	110
CN(C)CCN1C(=O)c2cccc3c(-c4ccc5c(c4)ncn5C4CCCCC4)ccc(c23)C1=O	79	54	67	46	80	68	39	.
CCCCCCCCCCCCCCCCN=C(C)C(=O)O	107	92	106	102	94	113	27	93
N#Cc1c(-c2cccs2)c(C(N)=O)c(N)n(Cc2nc3ccccc3[nH]2)c1=O	103	72	85	63	94	82	80	97
O=S(=O)(Nc1ccc(F)c(Cl)c1)c1ccc(-c2cnc(C3CC3)o2)cc1	11	27	-24*	15	36	36	.	15
FC(F)(F)Oc1ccc(Oc2ccc(Nc3ncnc4onc(-c5ccccc5)c34)cc2)cc1	99	82	102	87	106	94	94	89
CC1Cc2c(cccc2-n2cnc3ccccc32)N(C)C12C=CC(=O)C=C2 (configuration not stated)	98	87	109	93	107	.	88	106

4 records drawn at random from the list so far:
SMILES	HS 578T	T-47D	MDA-MB-468	MCF7	BT-549	MDA-MB-231	SR	K-562
Cc1nc2sc(C(=O)Nc3ccc(F)c(Cl)c3)c(N)c2c(C)c1Br	97	85	122	75	97	88	97	102
C[C@H]1C[C@@H]2[C@H]([C@@H](O)C[C@@]3(C)[C@H]2CC[C@]3(O)C(=O)CO)[C@@]2(C)CCC(=O)C=C12	116	82	105	91	71	122	85	85
CC(=O)c1ccc(NC(=O)Cn2c(Nc3ccc(S(N)(=O)=O)cc3)nc3c2c(=O)n(C)c(=O)n3C)cc1	99	102	110	93	106	101	.	97
FC(F)(F)Oc1ccc(Oc2ccc(Nc3ncnc4onc(-c5ccccc5)c34)cc2)cc1	99	82	102	87	106	94	94	89
